rCAG RNA binder: molecules binding r(CAG) RNA repeats; r(CAG) RNA repeat, TO-PRO-1 dye displacement fluorescence; inhibition, % at 3 µM; 370,000 tested, 1.3% active; AID 651821;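 active means inhibition above the plate cutoff, the mean of all test compounds on that plate plus 3 SD, cut at about 35% in these data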;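 further: 0% = DMSO alone and 100% = 100 µM mitoxantrone as full dye displacement; higher means more dye released from RNA so lower well fluorescence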
SMARCA2 act: SMARCA2 function activation, primary screen; 370,000 tested, 1% active; activation, % at 9.1 µM; MG213 cells, MMTV-luciferase reporter, dexamethasone, overnight; in the data active means activation above about 7.8%;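 further: 0% = vehicle wells and 100% = reference activator wells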
HTRA1 inh: HTRA1 (human) protease inhibition; recombinant HTRA1, FP-rhodamine activity-based probe, fluorescence polarization; 340,000 tested, 0.5% active; inhibition, % at 5.96 µM; in the data active means inhibition above about 36%;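 further: 0% = enzyme with DMSO and 100% = wells lacking enzyme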
Target sequence (Q92743 whole entry, looked up): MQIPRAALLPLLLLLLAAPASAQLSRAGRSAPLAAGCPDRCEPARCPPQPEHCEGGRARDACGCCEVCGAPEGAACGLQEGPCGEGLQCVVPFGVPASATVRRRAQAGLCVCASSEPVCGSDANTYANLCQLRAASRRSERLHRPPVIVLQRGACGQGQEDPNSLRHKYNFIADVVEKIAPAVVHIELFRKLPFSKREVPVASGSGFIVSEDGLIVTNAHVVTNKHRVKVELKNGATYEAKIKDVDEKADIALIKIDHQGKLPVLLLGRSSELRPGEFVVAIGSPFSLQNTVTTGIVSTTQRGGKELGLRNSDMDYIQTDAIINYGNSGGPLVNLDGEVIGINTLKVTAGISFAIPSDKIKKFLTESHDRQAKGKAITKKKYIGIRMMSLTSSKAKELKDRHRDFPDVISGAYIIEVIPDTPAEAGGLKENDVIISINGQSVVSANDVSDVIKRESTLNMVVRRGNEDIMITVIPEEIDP
ARFGAP1 inh: inhibits rat ARF GTPase activating protein 1; Q62848; 360,000 tested, 0.26% active; Arfgap1-stimulated ARF1 GTP hydrolysis, GDP FP detection; inhibition, % at 16.5 µM;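 active means inhibition above a per-plate limit, mean inhibition of low control wells plus 3 SD, cut at about 25% in these data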;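 further: 0% = DMSO wells with enzyme and 100% = wells lacking Arfgap1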
Target sequence (Q62848 1-136 limits assumed): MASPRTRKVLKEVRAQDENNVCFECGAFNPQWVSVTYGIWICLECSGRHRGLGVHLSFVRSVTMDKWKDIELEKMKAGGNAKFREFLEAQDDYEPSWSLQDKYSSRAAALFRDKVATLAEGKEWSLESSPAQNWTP
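Material: rat Arfgap1 catalytic domain, aa 1-136; also added: human ARF1(Δ1-17)-GTP substrate; compound dosing: one concentration, 16.5 µM, DMSO 1.26%; incubation: GTP hydrolysis reaction 2 h at 25 °C; measured by: Tracer-displacement fluorescence polarization with EDTA stop, 620/688 nm; evaluation: % inhibition from polarization; repeats: one replicate per compound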
NR1D1 modulator: modulators of human Rev-erb alpha DNA binding; P20393; activity, % at 10 µM; 370,000 tested, 0.79% active; Rev-erbα–FITC-DNA binding, fluorescence polarization, 90 min;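 active means activity above about 14%, limit read from the data; passing the limit was not always enough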;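 further: 0% = DMSO wells with 35 nM protein and 100% = DMSO wells with 750 nM protein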
ASAP1 inh: ASAP1 ArfGAP inhibition | Q9ULH1 | ASAP1-stimulated ARF1 GTP hydrolysis, GDP FP detection | inhibition, % at 16.5 µM | 360,000 tested, 0.19% active | AID 624377; in the data active means inhibition above about 25%;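 further: 0% = vehicle with enzyme and substrate and 100% = no enzyme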
mABHD4 FP: inhibitors of mouse ABHD4. Q8VD66. purified mABHD4, FP-Rh probe fluorescence polarization. inhibition, % at 8.92 µM. 370,000 tested, 0.54% active. AID 720543;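 active means inhibition exceeding the mean over every tested compound plus 3 SD, cut at about 30% in these data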;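 further: 0% = plate median of compound wells and 100% = S159A mutant with DMSO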
Target sequence (Q8VD66 whole entry, looked up): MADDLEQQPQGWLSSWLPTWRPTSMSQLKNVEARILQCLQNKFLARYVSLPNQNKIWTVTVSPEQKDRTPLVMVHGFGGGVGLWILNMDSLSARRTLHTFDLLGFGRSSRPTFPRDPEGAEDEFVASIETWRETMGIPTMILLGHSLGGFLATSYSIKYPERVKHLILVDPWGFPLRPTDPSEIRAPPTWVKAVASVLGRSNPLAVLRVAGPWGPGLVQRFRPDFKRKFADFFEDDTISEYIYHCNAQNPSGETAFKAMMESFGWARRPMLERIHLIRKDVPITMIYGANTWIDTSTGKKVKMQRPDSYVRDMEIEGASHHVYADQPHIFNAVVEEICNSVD
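Test system: mABHD4 protein; Read-out basis: % inhibition; Incubation: 45 min + 60 min at 25 °C; Repeats: single replicate; Technique: fluorescence polarization with parallel and perpendicular emission, 525/598 nm; Compound: 8.92 µM, single dose; Benchmarks: full inhibition S159A mutant plus DMSO, zero as sample-well median.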
GC-A act: GC-A (human) enzyme activation; HEK293 GC-A cells, cGMP TR-FRET, EC30 ANP; 0% at EC30 ANP, 100% saturating ANP; 370,000 tested, 0.14% active; AID 1671463; P16066; activation, % at 10 µM; in the data active means activation above about 40%
PG9 Ab binder: small molecules binding HIV-1 gp120 antibody PG9; TR-FRET gp120-PG9 antibody binding; inhibition, % at 6.7 µM; 360,000 tested, 0.43% active; in the data active means inhibition above about 8.5%
NPR2 activator: GC-B (human) receptor activation; P20594; HEK293-GC-B cells, CNP EC30, cGMP TR-FRET; 0% at EC30 CNP, 100% saturating CNP; activation, % at 10 µM; 370,000 tested, 0.11% active; AID 1920062;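 active means activation at 10 µM reaching about 35% in either raw or pattern-adjusted values, limit read from the data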
* marks the source's active call; other numbers are inactive results; . = not tested or not shown; & = joins results of further samples.

SMILES	rCAG RNA binder	SMARCA2 act	HTRA1 inh	ARFGAP1 inh	NR1D1 modulator	ASAP1 inh	mABHD4 FP	GC-A act	PG9 Ab binder	NPR2 activator
COc1cc(NC(=O)CN2CCN(C(=O)c3ccco3)CC2)c(C)cc1[N+](=O)[O-]	3.1	-0.2	6.4	-4.2	4.4	-3.5	3.6	-5.2	0.9	-3.7
COc1cc(OC)c(C2C3=C(CCCC3=O)Nc3nc4ccccc4n32)cc1OC (configuration not stated)	-0.6	0.9	2.4	-2.3	2.9	8.1	0.2	-14.4	0.6	-20.1
CCOC(=O)c1c(CC(C)C)csc1NC(=O)COC(=O)c1cc(OC)c(OC)cc1[N+](=O)[O-]	3.1	0.8	9.0	-3.5	-0.1	-9.2	5.4	-0.7	1.2	-2.4
Cc1nn(C)c(C)c1CN(C)C(=O)C1(C)CC1(Br)Br (configuration not stated)	-4.7	3.2	7.0	-0.4	-3.4	-3.5	3.7	2.4	-0.3	-2.5
O=C(CN1C(=O)NC2(CCCCCCC2)C1=O)Nc1c(Cl)cccc1Cl	2.2	1.1	-7.9	-13.6	1.4	3.2	-0.5	-0.8	-0.1	1.7
COc1ccccc1-c1oc2ccccc2c1C#CC1(O)CCCCC1	-1.2	-1.1	-46.3	12.6	-1.6	-3.0	-30.0	-8.1	-0.4	-10.4
Cc1nc2ccccc2n1Cc1ccccc1Br	-0.2	-5.9	6.5	-11.0	0.6	-6.8	-3.5	3.7	-0.3	3.8
Cc1nn(CC(=O)NCc2ccc(-n3cccn3)cc2)c(C)c1[N+](=O)[O-]	-3.3	-4.1	3.0	8.5	2.1	4.5	-1.7	0.8	4.3	0.3
COc1ccccc1N1CCN(S(=O)(=O)c2ccc3c(c2)CC(C)N3C(C)=O)CC1 (configuration not stated)	-0.7	-4.3	1.6	-0.7	8.1	-18.6	12.1	4.6	2.1	1.4
CCCOc1ccc(C(=O)Nc2ccc(N3CCN(C(C)=O)CC3)cc2)cc1	-5.3	-1.3	18.5	-10.4	-3.9	10.6	1.5	-2.4	-1.0	3.2

Overlap with the part before: 5 compounds, followed by the next part.
SMILES	rCAG RNA binder	SMARCA2 act	HTRA1 inh	ARFGAP1 inh	NR1D1 modulator	ASAP1 inh	mABHD4 FP	GC-A act	PG9 Ab binder	NPR2 activator
COc1ccccc1-c1oc2ccccc2c1C#CC1(O)CCCCC1	-1.2	-1.1	-46.3	12.6	-1.6	-3.0	-30.0	-8.1	-0.4	-10.4
Cc1nc2ccccc2n1Cc1ccccc1Br	-0.2	-5.9	6.5	-11.0	0.6	-6.8	-3.5	3.7	-0.3	3.8
Cc1nn(CC(=O)NCc2ccc(-n3cccn3)cc2)c(C)c1[N+](=O)[O-]	-3.3	-4.1	3.0	8.5	2.1	4.5	-1.7	0.8	4.3	0.3
COc1ccccc1N1CCN(S(=O)(=O)c2ccc3c(c2)CC(C)N3C(C)=O)CC1 (configuration not stated)	-0.7	-4.3	1.6	-0.7	8.1	-18.6	12.1	4.6	2.1	1.4
CCCOc1ccc(C(=O)Nc2ccc(N3CCN(C(C)=O)CC3)cc2)cc1	-5.3	-1.3	18.5	-10.4	-3.9	10.6	1.5	-2.4	-1.0	3.2
COc1cc([N+](=O)[O-])ccc1NC(=O)Cc1ccc(C)cc1	1.2	0.1	-6.4	-5.6	-8.7	-0.2	5.0	0.5	-1.0	0.5
CC(C)(C)n1ncc2c(=O)n(Cc3cccc(Cn4cnc5c(cnn5C(C)(C)C)c4=O)c3F)cnc21	1.2	1.6	-3.6	-1.6	-3.1	6.7	0.7	3.3	-0.6	5.7
CN(C(=O)N1CCN(S(=O)(=O)c2ccccc2)CC1)c1ccccc1	-3.0	-2.4	0.0	7.8	-6.7	-0.3	-2.7	-1.1	0.6	4.2
O=C(c1cc2c(cc1Br)OCCCO2)N1CCCCC1	-1.7	-2.1	4.2	6.5	7.3	-3.0	9.2	2.6	1.6	8.6
CCOC(=O)c1cc(C)n(-n2cnnc2)c1C	1.0	-1.1	3.8	-5.2	-0.2	-2.8	0.3	2.7	-0.2	5.0
COc1ccc(CN(C)C(=O)c2ccc(NS(=O)(=O)c3ccc(F)cc3)cc2)c(OC)c1	3.5	0.6	-0.2	-1.2	-2.3	-10.1	-12.2	-1.6	-0.9	-1.8
COc1ccc(-n2c(-c3ccccc3)nc(=S)c3c2CCCC3)cc1	0.8	1.2	-6.4	-9.7	2.9	-12.2	-2.1	-5.8	1.5	-9.2
CCc1cccc(Nc2c([N+](=O)[O-])cc(C(=O)N3CC(=O)Nc4ccccc43)cc2[N+](=O)[O-])c1	5.5	-0.9	9.8	2.6	-0.7	0.0	14.5	-22.2	-1.5	-1.0
Cc1ccc2c(c1)N(CC(=O)N1CCCC1)C(=O)C(C)O2 (configuration not stated)	-0.8	0.5	-0.2	-4.1	-1.1	-3.4	-0.1	-0.7	-1.7	0.1
CCc1[nH]c(C)c(C(C)=O)c1C	-0.1	-3.6	10.4	9.8	-3.4	0.4	-2.4	4.8	0.3	3.7
COc1ccc(C2CC(=O)n3nc(C45CC6CC(CC(C6)C4)C5)nc3S2)cc1OC (configuration not stated)	2.3	-2.8	5.5	-4.2	-2.8	-1.4	1.6	2.2	-2.2	-3.0
C[C@H](CO)N1C[C@H](C)[C@@H](CN(C)C(=O)C2CC2)OCc2cnnn2CCCC1=O	1.7	2.6	-4.8	14.9	-3.3	-6.1	-1.0	0.7	-0.5	4.2
CC(C)(CNS(=O)(=O)c1ccc2ccccc2c1)N1CCOCC1	1.4	1.9	10.9	8.4	-0.1	1.7	5.1	0.5	1.3	-2.7
Cc1cccc(C(=O)N/C(=C\c2ccco2)C(=O)N2CCCC2)c1	13.7	-3.1	3.5	7.0	-0.5	-16.3	20.8	-1.5	1.0	-2.5
Fc1cccc2sc(Nc3nnc(-c4ccccc4)o3)nc12	21.8	2.9	4.5	-14.7	1.5	-4.4	-1.2	8.6	1.5	-0.3
COCCOC(=O)c1c(C)oc2ccc(O)c(CN3CCC(C)CC3)c12	-1.3	-0.8	-0.5	-3.2	-3.2	-14.6	3.5	-1.8	0.3	1.6
Cc1onc(-c2ccccc2)c1C(=O)N/N=C/c1ccc(Br)cc1	-0.1	-1.9	-12.6	15.6	3.4	3.9	-5.7	-15.7	-2.0	-7.1
CC(=O)/C(N)=N/Nc1cccc(Cl)c1	1.8	1.4	1.6	4.6	-5.4	1.6	3.4	3.8	-2.5	3.7
COc1ccc(Cl)cc1NC(=S)N(Cc1ccc(C(=O)O)cc1)Cc1ccc(OC)c(OC)c1	50.4*	-1.0	-13.8	-6.9	-7.1	17.6	-12.1	-4.5	1.4	-3.1
CC(C)(O)C#Cc1ccc(N2C(c3ccsc3)=Cc3ccc(F)cc3C2c2c[nH]c3ccccc23)cc1 (configuration not stated)	7.8	-2.5	.	24.2	4.1	5.5	0.6	-0.7	-1.4	-3.5
COC(=O)c1c(C(=O)OC)c(-c2ccccc2)n2c1CCC2	.	.	-2.8	.	0.6	.	.	3.0	.	-0.8
CCOC(=O)C1CCCN(CCC(=O)Nc2cccc(C)c2)C1 (configuration not stated)	-7.0	0.8	6.1	8.1	-4.3	-7.7	3.1	-1.6	0.2	1.6
Oc1ccc(Cl)cc1CNCc1ccc(Cl)nc1	-1.2	0.1	0.7	-7.5	-0.6	7.0	-3.1	-3.2	-0.4	-2.5
Cc1ccc(S(=O)(=O)N2C(=O)c3cccc4cccc2c34)cc1	9.2	-2.7	-46.9	-3.3	-3.4	-5.7	3.0	2.8	-1.4	-4.0
Cc1ccc(C(O)(C(=O)NNc2ccc3ccccc3n2)c2ccc(C)cc2)cc1	1.4&3.5	-2.6&-4.7	-3.1&3.5	-2.7&8.9	0.5&0.3	3.1&4.7	8.3&7.0	-1.7&-2.2	-3.0&-0.4	3.4&-3.6
CC(C)CCN1CCN=C1N(C)C	2.7	-0.2	1.4	1.6	-5.9	-7.3	5.3	2.8	-1.9	-0.7
CCOC(=O)CNC(=O)CN1C(=O)CC(c2ccco2)Sc2ccccc21 (configuration not stated)	-3.6	-1.3	2.8	1.4	-0.7	-3.9	1.2	1.1	0.4	6.8
CCn1cc(C(=O)NCc2ccc(OC)cc2)c(=O)c2ccc(C)nc21	-2.5	-0.2	-0.3	-15.3	6.7	-5.5	2.8	4.0	1.1	0.2
c1csc(-c2nc(NCC3CCCO3)c3ccccc3n2)c1 (configuration not stated)	0.9	1.4	-15.5	-9.9	-2.0	-1.1	-6.2	5.9	1.8	7.1
C[C@@H]1CN([C@H](C)CO)S(=O)(=O)c2ccc(C#CC3CCCCC3)cc2O[C@H]1CN(C)C(=O)Cc1ccncc1	7.1	3.5	-13.0	2.9	-3.2	-1.5	-0.7	3.3	-2.1	2.2
COc1cc(C2/C(=C(\O)c3ccc4c(c3)OCCO4)C(=O)C(=O)N2c2nnc(C)s2)cc(OC)c1OC (configuration not stated)	7.6	-2.1	1.1	-7.6	1.9	-6.8	1.1	1.8	-1.4	-0.1
O=C(CC1SC(=O)N(c2ccccc2)C1=O)Nc1ccc(Cl)cc1 (configuration not stated)	43.3*	3.7	-5.8	3.2	-4.6	9.2	-8.6	8.2	0.5	3.6
Cc1cccc(C)c1OCC(N)C(C)C (configuration not stated)	1.4	3.7	2.8	-1.9	-2.5	3.6	-2.9	1.6	-1.0	0.9
C=CCn1c(=NC(=O)C2CC2)sc2cc(NC(C)=O)ccc21	1.8	-1.1	-2.4	4.1	-2.4	7.3	0.8	16.8	1.8	5.2
CC1CCN(S(=O)(=O)c2ccc3ccccc3c2)CC1	-2.1	-3.0	-8.2	8.1	2.2	1.1	-5.3	1.3	2.8	1.4
CCc1ccc(C(C)NC(=O)Cn2cnc3c(=O)n(C)c(=O)n(C)c32)cc1 (configuration not stated)	1.6	-1.2	-4.8	1.7	-2.8	-7.8	-0.2	-0.6	-0.2	-2.1
Cc1cccc(/C=N/n2c(COc3ccccc3)n[nH]c2=S)c1	22.5	-1.8	4.1	2.7	5.0	-4.7	-15.8	2.1	1.4	-3.8
O=C(NNc1nc(-c2ccccc2)cs1)c1ccc(F)cc1	16.0	-5.3	4.0	9.8	-5.6	-3.5	5.5	2.7	1.0	1.8
Cc1nn(C)c(=O)n1N(C)c1ncc(C(F)(F)F)cc1Cl	-1.0	0.1	1.9	-5.4	-3.0	12.7	-5.3	0.0	0.1	0.4
NS(=O)(=O)c1ccc(CCNc2ncnc3sccc23)cc1	3.2	-8.5	-1.2	8.9	0.3	20.3	0.8	1.9	0.1	7.2
O=C(CSc1ccc2nnc(-c3ccncc3)n2n1)Nc1ccc2c(c1)OCCO2	2.4	-1.1	0.9	5.7	0.5	5.2	0.8	20.7	0.7	-8.1
CC(NC(=O)NC12CC3CC(CC(C3)C1)C2)c1ccc2c(c1)OCO2 (configuration not stated)	-5.1	5.2	-8.8	-10.4	-4.2	-2.8	-6.9	-0.5	-1.1	-1.6

High-throughput results deposited in PubChem BioAssay by several laboratories.
